CHX counter: counter-screen for Shiga toxin inhibitors: cycloheximide protein synthesis inhibition. cell reporter, cycloheximide protein synthesis inhibition counterscreen. max response, %. hit rate 12% among 300,000. AID 2314; in the data active means max response mostly above about 13%, no sharp cut-off; inactive means mostly below about 14%; further: read at 38.3 µM for the half of the compounds with a filed dose; 0% is about no effect
Pf growth 48h: inhibits P. falciparum growth in the first generation, 48 h; Potency, µM (highest dose often 28.7 µM), for inactives: at the top dose activity change, negative = inhibition, most hits filed as inhibitors; AID 504832; hit rate 5.9% among 310,000; P. falciparum luciferase growth in erythrocytes, 48 h; further: potency means the concentration at half of the fitted maximal effect; on the % scale 0 is the no-effect control and ±100 the full control effect
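Erythrocytes infected with P. falciparum carrying an integrated firefly luciferase reporter (2% hematocrit, 0.1% parasitemia final) were exposed to compounds in RPMI 1640 with 0.5% Albumax at 37 C, 5% CO2. Growth inhibition was scored as reduced luminescence.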
Pf growth 96h: inhibits malaria parasite growth, 96 h. P. falciparum luciferase reporter growth, 96 h. Potency, µM (doses to about 28.7 µM), for inactives: at the top dose activity change, negative = inhibition, most hits filed as inhibitors. hit rate 6.9% among 320,000. AID 504834; further: potency means the concentration at half of the fitted maximal effect; on the % scale 0 is the no-effect control and ±100 the full control effect
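Compounds incubated with erythrocytes infected by luciferase-expressing P. falciparum (2% hematocrit, 0.05% parasitemia final) for 96 hours, 37 C in 5% CO2. Growth inhibition scored as decreased luciferase luminescence.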
Sm TGR inh: inhibitors of Schistosoma mansoni thioredoxin glutathione reductase; Q962Y6; purified TGR, DTNB reduction, TNB absorbance 405 nm; Potency, µM (highest dose often 114 µM), without a hit: top-dose activity change, negative = inhibition, usual class: inhibitors; hit rate 3% among 360,000; AID 485364; further: potency means the concentration at half of the fitted maximal effect; on the % scale 0 is the no-effect control and ±100 the full control effect; nearly all actives have a fitted effect of over 60% in size
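Kinetic colorimetric format: TGR-catalysed, NADPH-driven DTNB reduction monitored via TNB absorbance. Enzyme dispensed at 20 nM; compound exposure 15 min at room temperature before reaction start.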
Giardia FBPA inh: blocks Giardia fructose-bisphosphate aldolase activity; Potency, µM (series often up to 59.6 µM), for the others: top-dose activity, negative = inhibition, most hits filed as inhibitors; hit rate 0.71% among 290,000; AID 2451; purified Giardia FBPA; A8B2U2; further: potency means the concentration at half of the fitted maximal effect; on the % scale 0 is the no-effect control and ±100 the full control effect; nearly all actives have a fitted effect of over 55% in size
Target sequence (A8B2U2 whole entry, looked up): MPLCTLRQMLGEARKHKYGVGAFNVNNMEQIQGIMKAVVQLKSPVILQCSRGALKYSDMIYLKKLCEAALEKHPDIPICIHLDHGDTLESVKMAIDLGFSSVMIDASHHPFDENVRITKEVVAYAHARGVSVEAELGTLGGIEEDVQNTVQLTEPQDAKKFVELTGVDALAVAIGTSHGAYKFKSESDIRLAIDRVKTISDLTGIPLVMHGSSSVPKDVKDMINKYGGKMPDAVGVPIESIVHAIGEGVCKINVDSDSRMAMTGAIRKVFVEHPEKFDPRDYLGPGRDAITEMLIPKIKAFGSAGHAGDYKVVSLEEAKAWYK
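Giardia FBPA (40 nM reagent) was preincubated 10 min at RT with compound (up to 57.5 uM final), then substrate plus GAPDH/TPI/NAD/arsenate coupling system with diaphorase/resazurin was added; resorufin fluorescence (525/598 nm) was read after 20 min.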
Shiga inhibitor: blocks Shiga toxin action in Vero cells. Vero cells, Shiga toxin protein synthesis inhibition reporter. inhibition, % at 38.7 µM. hit rate 9.2% among 290,000; in the data active means inhibition mostly above about 28%, no sharp cut-off; inactive means mostly below about 43%; further: 0% is about no effect
An asterisk follows results filed as active; u = inconclusive; x = not tested or not shown; & = joins results of further samples; [ ] = dose if it differs, or a comment. Unless noted, the call rests on the fitted dose curve; in most records, active means well fitted curve in the direction sought with a large enough effect; inconclusive means small, poorly fitted or top-dose-only effect, or another doubt; inactive means no such curve, though single readings can be large; an effect the other way counts as inactive or inconclusive.

SMILES | CHX counter | Pf growth 48h | Pf growth 96h | Sm TGR inh | Giardia FBPA inh | Shiga inhibitor
COc1cc(NC(=O)C(C)Oc2ccccc2)c(C(=O)O)cc1OC (stereo not drawn) | -1 | 0% | 34%[activator] | 3% | -2% | -2
CCOC(=O)C(NCCc1ccccc1F)(NC(C)=O)C(F)(F)F (stereo not drawn) | -3 | -15% | u | -5% | 6% | -2
CCc1nnc(NC(=O)Cc2cc(OC)c(OC)c(OC)c2)s1 | -3 | u | u | -2% | 1% | 9
O=C(CNC(=O)c1ccc(Br)o1)NNC(=O)c1ccc(Cl)cc1 | x | 12% | 51%[activator] | 7% | x | x
CC(C)c1cc(C(=O)NNC(=S)NCc2ccco2)c(O)c(C(C)C)c1 | 3 | 13% | u | -1% | 17% | -6
C=CCN(c1ccccc1C(=O)NCC(=O)OCC)S(=O)(=O)c1ccc(C)cc1 | -4 | u | -21% | 6% | 3% | -2
CCOC(=O)c1ccc(NC(=O)CSc2nnc(C3CC3)n2C)cc1 | 5 | -17% | u | -5% | -5% | 38
COc1ccc(CNC(=O)c2cc(S(=O)(=O)N3CCCC3)cn2C)cc1 | 1 | 50%[activator] | u | -23% | -6% | -7
CCCCn1c(CN2CCN(c3cccc(Cl)c3)CC2)nc2c1c(=O)n(C)c(=O)n2C | 2 | -29% | 14% | 3% | -9% | 14
COc1ccc(S(=O)(=O)N(CC(=O)N2CCN(C)CC2)c2ccc(C)cc2)cc1OC | -2 | x | 2%[5.75 µM] | 5% | 6% | -7
O=C(CCC1CCCC1)Nc1ccon1 | 7 | 17% | x | -4% | 0% | -2
C=CCc1cccc(/C=N/n2c(C)nnc2C)c1O | -4 | 6% | 11% | 4% | -8% | -9
CC(C)(C)C(=O)CSc1nnc(-c2cccs2)n1CC1CCCO1 (stereo not drawn) | -5 | x | -22% | -11% | -1% | -7
CCn1c(CSc2nc3ccccc3s2)nnc1SCC(=O)c1ccc(O)cc1O | -2 | 1% | x | -18% | 0% | -11
CCN(CC)C(=O)N1c2ccccc2Sc2ccccc21 | -3 | -29% | u | 15% | 3% | x
c1ccc(C2CCC(N3CCC(N4CCCCC4)CC3)CC2)cc1 (stereo not drawn) | -4 | 10µM* | 2.6µM* | -11% | -16% | -15
COc1ccc(Cn2c(=O)oc3ccc(C)cc32)cc1 | -5 | -4% | u | -14% | 6% | -4
COc1ccc(/C=N/Nc2cc(C)nc3c(C)cccc23)cc1 | -3 | u | -17% | 17% | 10% | -19
Cc1ccccc1C(=O)NC(=S)NCCc1ccccc1 | 7 | 18% | -26% | 7.1µM* | 4% | 26
CC(=O)Nc1ccc(N(C(=O)CNC(=O)c2ccco2)C(C(=O)NCc2ccco2)c2ccccc2F)cc1 (stereo not drawn) | -1 | -7% | 52%[activator] | -5% | 2% | 5

Looked up by compound from the entries so far:
SMILES | CHX counter | Pf growth 48h | Pf growth 96h | Sm TGR inh | Giardia FBPA inh | Shiga inhibitor
CC(C)(C)C(=O)CSc1nnc(-c2cccs2)n1CC1CCCO1 (stereo not drawn) | -5 | x | -22% | -11% | -1% | -7
COc1cc(NC(=O)C(C)Oc2ccccc2)c(C(=O)O)cc1OC (stereo not drawn) | -1 | 0% | 34%[activator] | 3% | -2% | -2

Next section.
SMILES | CHX counter | Pf growth 48h | Pf growth 96h | Sm TGR inh | Giardia FBPA inh | Shiga inhibitor
O=C(CN(Cc1ccc(F)cc1)C(=O)CNS(=O)(=O)c1ccccc1)NCC1CCCO1 (stereo not drawn) | -4 | 2% | 5% | -6% | 4% | 9
O=C(Cc1ccccn1)c1ccc(Cl)cc1 | x | u | u | -12% | x | x
Cc1ccccc1NC(=O)c1cc(S(=O)(=O)N2CCOCC2)cs1 | 1 | 7% | u | 4% | -2% | -3
COc1ccc(/C(O)=C2/C(=O)C(=O)N(CCN3CCOCC3)C2c2ccccn2)cc1OC (stereo not drawn) | 25* | 4% | 2% | 50µM* | u | 64*
Cc1cccc(C)c1NC(=O)CCCn1nc(C)c2c(C)n(-c3ccccc3)nc2c1=O | -1 | -16% | 12µM* | 0% | x | -2
Cc1cc(C)cc(NC(=O)C(OC(=O)c2cc[n+]([O-])cc2)c2ccccc2)c1 (stereo not drawn) | x | -3% | 1% | -23% | x | x
CC1CCN(S(=O)(=O)c2ccc(-c3nnc(SCc4cccnc4)o3)cc2)CC1 | -2 | x | x | 70%[activator][11.4 µM] | 16% | -8
CC(C)Oc1ccc(C(=O)N(Cc2ccco2)C2CCS(=O)(=O)C2)cc1 (stereo not drawn) | -3 | 18% | x | -29% | -1% | -9
COc1ccccc1CSc1nc2ccccc2[nH]1 | 41* | 9% | -3% | -6% | 2% | 72*
CCc1ccc2oc(C(=O)NCc3ccc(S(N)(=O)=O)cc3)c(C)c2c1 | 1 | 23% | -15% | x | -5% | 18
O=S(=O)(c1cc(F)ccc1F)N1CCN(c2ncccn2)CC1 | 8 | 13% | -6% | 4% | 11% | -7
O=C(NCc1ccc2c(c1)OCO2)c1ccc(CS(=O)Cc2ccc(Cl)cc2)o1 (stereo not drawn) | 8 | 10% | u | u | 7% | -4
CCc1ccccc1NC(=S)Nc1cc(OC)c(NC(=O)C(C)C)cc1OC | -6 | -6% | u | 31% | -26% | x
Cc1ccc(N2C(=O)CCC(C(=O)O)C2c2cccs2)cc1 (stereo not drawn) | 1 | 7% | u | 11% | 13% | -9
Cn1cccc1C(=O)OCC(=O)c1cc2ccccc2o1 | 29* | 79%[activator] | 68%[activator] | -4% | -1% | 62*
CCN(CC)C(=O)Cn1cc(S(=O)(=O)CC(=O)Nc2cc(OC)ccc2OC)c2ccccc21 | -1 | u | u | -5% | x | -3
COc1ccccc1N1CCN(C(=O)C2CCN(C(=O)c3ccccc3C)CC2)CC1 | -2 | u | 185%[activator] | -6% | 1% | -8
COc1ccc(CCNC(=O)CCc2cc(OC)c(OC)c(OC)c2)cc1 | -2 | -11% | 22% | -4% | 5% | -3
COCCNC(=O)Cn1c(=O)n(CCCC(=O)NCc2ccc3c(c2)OCO3)c(=O)c2sccc21 | -5 | 8% | -25% | 0% | -7% | -3
CCN(CC)c1ccc(NC(=O)CN(C)Cc2cccs2)cc1 | 10 | u | 0% | -25% | 0% | 24

Some values from the entries so far:
CCc1ccccc1NC(=S)Nc1cc(OC)c(NC(=O)C(C)C)cc1OC in CHX counter has -6
O=C(NCc1ccc2c(c1)OCO2)c1ccc(CS(=O)Cc2ccc(Cl)cc2)o1 (stereo not drawn) in Shiga inhibitor has -4
CC1CCN(S(=O)(=O)c2ccc(-c3nnc(SCc4cccnc4)o3)cc2)CC1 in Sm TGR inh has 70%[activator][11.4 µM]

Entries of single compounds as entered above:
COc1ccccc1CSc1nc2ccccc2[nH]1 in the list: CHX counter: 41*; Pf growth 48h: 9%; Pf growth 96h: -3%; Sm TGR inh: -6%; Giardia FBPA inh: 2%; Shiga inhibitor: 72*
CCN(CC)c1ccc(NC(=O)CN(C)Cc2cccs2)cc1 in the list: CHX counter: 10; Pf growth 48h: u; Pf growth 96h: 0%; Sm TGR inh: -25%; Giardia FBPA inh: 0%; Shiga inhibitor: 24

Following part:
SMILES | CHX counter | Pf growth 48h | Pf growth 96h | Sm TGR inh | Giardia FBPA inh | Shiga inhibitor
Cc1onc(-c2c(F)cccc2Cl)c1C(=O)N1CCCC1 | x | -1% | 57%[activator] | 3% | x | x
CCOC(=O)c1snc2c(=O)[nH]cnc12 | -4 | 5% | -1% | 2% | -6% | -6
Cc1nnc(SCC(=O)NC(C)c2ccccc2)[nH]c1=O (stereo not drawn) | -2 | 4% | x | -19% | -3% | -14
O=C(NNC(=O)c1ccccc1Cl)c1csc(N2CCOCC2)n1 | x | 86%[activator] | 21% | 3% | x | x
Cc1cc(OCC(=O)Nc2ccccc2F)nc(C(C)C)n1 | 6 | -1% | x | 1% | 6% | -5
CCCC(C)NC(=O)c1ccccc1SC (stereo not drawn) | -2 | -3% | u | x | 5% | -7
CCOC(=O)/C=C(\C)Sc1cc(=O)oc2ccccc12 | 8 | u | u | 22µM* | 2% | 16
Cc1nc2ccc(S(=O)(=O)N(C)CC(=O)N3CCc4ccccc43)cc2s1 | -3 | -7% | -5% | 1% | 3% | -15
Nc1c(S(=O)(=O)c2cccc(Cl)c2)c2nc3ccccc3nc2n1CCN1CCOCC1 | 6 | u | x | u | -7% | -10
CCc1cc(C(=O)c2ccc(OC)cc2)c(NC(=O)COCC(=O)O)s1 | -1 | 8% | 4% | -4% | 7% | -4
CCCn1c(SCC(=O)Nc2cc(C(=O)O)ccc2C)nc2sc3c(c2c1=O)CCC3 | x | 2% | 5% | -12% | x | x
CC(C)CCN1CCN(C2CCN(c3ccccc3)CC2)CC1CCO (stereo not drawn) | -2 | -1% | 13% | -23% | 1% | -11
O=C(CNCCC1=CCCCC1)Nc1ccccc1N1CCCCCC1 | -4 | u | u | 5% | u | -7
CN1C(C(=O)Nc2cccc(O)c2)=CC(c2cccs2)=NS1(=O)=O | 5 | 2% | 22% | -9%&-4% | -5% | 29
CC(CCc1ccccc1)NC(=O)CN1C(=O)NC2(CCCCC2)C1=O (stereo not drawn) | 2 | -5% | 16% | 4% | 4% | 16
O=P(c1ccccc1)(c1ccccc1)c1nc(-c2ccccc2)oc1N1CCOCC1 | -2 | u | u | -6% | -2% | 1
CCCc1nnc(NC(=O)CCC(=O)N2CCN(Cc3ccccc3)CC2)s1 | -5 | 8% | u | -2% | x | -2
COc1ccc2cc(CN(CC3COCCO3)S(=O)(=O)c3c(C)cc(C)cc3C)c(=O)[nH]c2c1 (stereo not drawn) | 2 | 6% | 2% | 10% | -19% | -14
COc1ccc(C(=O)CN2C(=O)NC3(CCCCCC3)C2=O)c(OC)c1 | x | 9% | 28% | 9% | x | x
CCOC(=O)CC1COCCN1C(=O)CCc1nnc(-c2ccsc2)o1 (stereo not drawn) | 33* | 12% | -26% | u | 0% | 34
COc1ccc(C(C)(C)C)cc1NC(=O)c1ccc2ncsc2c1 | 27* | 20% | u | -1% | -5% | 72*
Cc1cc(NC(=O)C(C)N2C(=O)c3ccccc3S2(=O)=O)no1 (stereo not drawn) | x | 12% | 51%[activator] | 2% | x | x
CCCCNc1cc(C)nc(N2CCOCC2)n1 | 12 | x | 18% | -12% | 2% | 21
O=C(NNC(=O)c1ccc(S(=O)(=O)N2CCCCC2)cc1)c1ccccc1 | -2 | 6% | 0% | 10% | 3% | -1
CN(C)c1ccc(C(=O)OCc2ccccc2)cc1 | 35* | x | 58%[activator] | 7% | 2% | 51
O=C(NCC(c1ccco1)N1CCN(c2ccccc2)CC1)C(=O)NC1CC1 (stereo not drawn) | x | u | 24% | -18% | x | x
CCn1c(COc2cccc(OC)c2)nnc1SCC(=O)NCC1CCCO1 (stereo not drawn) | 2 | 1% | 14% | -4% | 7% | -3
COc1ccc(NC(=O)c2nc(C)c(C3(C)CC(c4ccccc4)=NO3)s2)cc1 (stereo not drawn) | -1 | u | u | 13% | -4% | 22
CCNC(=O)COC(=O)/C=C/c1cccc([N+](=O)[O-])c1 | 5 | 9% | -31%[5.75 µM] | -14% | 3% | -12
Cc1cc(/C=C2\SC(=S)NC2=O)c(C)n1C | -3 | 7% | 16% | u | -18% | -7
CN(Cc1cccc(Cl)c1)C(=O)C1CCN(C(=O)Nc2ccccc2)CC1 | x | u | u | 1% | x | x
O=C(CCC(=O)N1CCCCCC1)NCc1ccc(F)cc1 | 2 | 0% | -24% | 2% | 7% | 0
CCOc1cc(/C=N/N2CCN(Cc3ccccc3)CC2)ccc1O | -2 | -15% | 97%[activator] | 5% | -1% | -23
COc1ccc(OC)c(NC(=O)N[C@H](Cc2ccccc2)C(=O)NN)c1 | -1 | u | u | -1% | 3% | 8
